Screening data deposited in PubChem by National Center for Advancing Translational Sciences (NCATS).
Apoferritin bind – candidate novel general anesthetic via apoferritin binding | Potency, µM (titrated, usually from 77.5 µM), for the others: at the highest dose activity change, negative = displacement, most hits filed as inhibitors | P02791 | hit rate 0.074% among 350,000 | apoferritin/1-aminoanthracene competitive binding, fluorescence | AID 485281; further: nearly all actives have a fitted effect of over 20% in size
Target sequence (P02791 2-175 limits assumed): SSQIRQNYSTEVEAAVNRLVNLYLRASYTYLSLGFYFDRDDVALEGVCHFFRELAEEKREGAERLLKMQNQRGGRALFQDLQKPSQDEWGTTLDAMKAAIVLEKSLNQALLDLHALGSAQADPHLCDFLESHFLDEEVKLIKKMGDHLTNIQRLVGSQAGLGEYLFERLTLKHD
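Concentration-response curves derived by four-parameter Hill fitting of normalized fluorescence, where compounds displaced 1-AMA from 10 uM horse apoferritin following a brief 10 min room-temperature incubation; propofol titration acted as positive control.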
APE1 inh – inhibitors of human APE1 endonuclease | P27695 | recombinant APE1, TAMRA/BHQ-2 abasic DNA cleavage fluorescence | Potency, µM (doses to about 65.8 µM), without a hit: top-dose activity change, negative = inhibition, hits mostly inhibitors | hit rate 0.35% among 350,000;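 further: plate controls were vehicle for no effect and reference inhibitor for full effect; nearly all actives have a fitted effect of over 55% in size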
Target sequence (P27695 whole entry, looked up): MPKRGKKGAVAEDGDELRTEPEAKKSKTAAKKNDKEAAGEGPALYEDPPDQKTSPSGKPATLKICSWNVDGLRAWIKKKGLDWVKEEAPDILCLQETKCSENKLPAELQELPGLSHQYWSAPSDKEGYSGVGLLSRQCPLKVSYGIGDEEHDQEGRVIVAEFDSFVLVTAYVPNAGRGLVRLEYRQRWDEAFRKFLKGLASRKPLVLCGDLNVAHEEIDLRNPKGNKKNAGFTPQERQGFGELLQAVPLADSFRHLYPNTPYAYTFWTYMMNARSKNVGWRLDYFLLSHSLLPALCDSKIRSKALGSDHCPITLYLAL
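APE1 at 0.75 nM final was preincubated with compound 15 min at room temperature, then 50 nM double-stranded THF abasic-site substrate (5'-TAMRA/3'-BHQ-2) was added. Fluorescence (ex 525/em 598 nm) was read kinetically; third-minus-first read gave activity.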
Pol beta inh – blocks human DNA polymerase beta activity. P06746. Pol beta primer extension/strand displacement, fluorescence kinetic. Potency, µM (highest dose often 114 µM), without a hit: top-dose activity change, negative = inhibition, usual class: inhibitors. hit rate 1.3% among 340,000. AID 485314
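Pol beta (10 nM) was preincubated with compound for 15 min at room temperature. The reaction was then started with 50 nM substrate and read immediately and after a further 10 min at room temperature.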
* = called active by the depositor; & = joins results of further samples; [ ] = remark or other dose. The call rests on the fitted dose curve; in most records, active means well fitted curve in the direction sought with a large enough effect; inconclusive means small, poorly fitted or top-dose-only effect, or another doubt; inactive means no such curve, though single readings can be large; an effect the other way counts as inactive or inconclusive. Unless noted, on the % scale 0 is the no-effect control and ±100 the full control effect; potency means the concentration at half of the fitted maximal effect. These rows are one share of the data; count on the stated rates, not on these rows.

The opening 3 compounds, to show the layout:
Results for O=C(Cn1ncc2c(=O)oc3ccccc3c21)Nc1nc2ccccc2s1 ?
Apoferritin bind: 2.3%; APE1 inh: 5.1%; Pol beta inh: 0.1%

Results for COc1ccc(CCNc2cc(N3CCN(C(=O)c4ccc(C)cc4)CC3)ccc2[N+](=O)[O-])cc1OC ?
Apoferritin bind: 5.1%; APE1 inh: 1.7%; Pol beta inh: -5.8%

How did Cc1cc(NC(=O)CSc2nc3cc(Cl)ccc3c(=O)n2CC(C)C)no1 do in these assays?
Apoferritin bind: -3.4%; APE1 inh: -0.8%; Pol beta inh: -0.6%

The list itself, from the first entry:
Results for O=C(Cn1ncc2c(=O)oc3ccccc3c21)Nc1nc2ccccc2s1 ?
Apoferritin bind: 2.3%; APE1 inh: 5.1%; Pol beta inh: 0.1%

Results for COc1ccc(CCNc2cc(N3CCN(C(=O)c4ccc(C)cc4)CC3)ccc2[N+](=O)[O-])cc1OC ?
Apoferritin bind: 5.1%; APE1 inh: 1.7%; Pol beta inh: -5.8%

How did Cc1cc(NC(=O)CSc2nc3cc(Cl)ccc3c(=O)n2CC(C)C)no1 do in these assays?
Apoferritin bind: -3.4%; APE1 inh: -0.8%; Pol beta inh: -0.6%

How did COc1cc(OC)c(-c2nn3c(-c4ccncc4)nnc3s2)cc1OC do in these assays?
Apoferritin bind: -8.7%; APE1 inh: 2.7%; Pol beta inh: -0.2%

Results for O=P(O)(CN1CCCCCC1)C1Cc2ccccc2C1 ?
Apoferritin bind: 8.1%; APE1 inh: 1.1%; Pol beta inh: -22.7%

What do the screens show for `O=C(O)CCC(NC(=O)C(Cc1ccc2c(c1)OCO2)NC(=O)c1ccccc1)C(=O)O` (centres undefined)?
Apoferritin bind: -5.9%; APE1 inh: 2.7%; Pol beta inh: -6.2%

Results for Cc1noc(C)c1CSc1ncnc2sc3c(c12)CCC3 ?
Apoferritin bind: -8.1%; APE1 inh: -3.2%; Pol beta inh: 1.4%

Results for O=C(Nc1ccccc1)N1CC=C(c2ccccc2)CC1 ?
Apoferritin bind: -8.6%; APE1 inh: -5.8%; Pol beta inh: 11.8%

Results for Cc1ccn2c(c1)nc(=S)n2C(=O)c1ccco1 ?
Apoferritin bind: -3.7%; APE1 inh: -0.4%; Pol beta inh: -1.6%

How did Cc1ccc(-n2[nH]c(C)c(/C=N/NC(=O)c3cccc([N+](=O)[O-])c3)c2=O)cc1C do in these assays?
Apoferritin bind: -13.0%; APE1 inh: -6.3%; Pol beta inh: 2.9%

What do the screens show for `O=C1Nc2ccc(Cl)cc2[C@@](C#CC2CC2)(C(F)(F)F)O1`?
Apoferritin bind: inconclusive; APE1 inh: -0.2%&-2.9%; Pol beta inh: 9.2%

How did CCNC(=O)CC1C(=O)N(c2ccc(OC)cc2)C(=S)N1CCc1ccncc1 (centres undefined) do in these assays?
Apoferritin bind: -6.0%; APE1 inh: 4.0%; Pol beta inh: 12.1%

How did CCn1c(C)nc2cc(C(=O)N=Nc3c(O)[nH]c4ccccc34)ccc21 do in these assays?
Apoferritin bind: -10.9%; APE1 inh: 2.5%; Pol beta inh: 14.0%

What do the screens show for `COc1ccc([C@]23Cc4cc(C#N)ccc4C(O2)c2c(cc(C)n(-c4ccccc4)c2=O)O3)cc1`?
Apoferritin bind: -12.5%[15.3 µM]; APE1 inh: 11.4%[12.4 µM]; Pol beta inh: -0.3%[22.9 µM]

What do the screens show for `Cc1cc(C)cc(NC(=O)Cn2cc3c(n2)CCCCC3)c1`?
Apoferritin bind: -10.4%; APE1 inh: -4.1%; Pol beta inh: -1.1%

How did COc1cccc(-c2c(C#N)c(N)nc3c2c(=O)nc2sccn23)c1 do in these assays?
Apoferritin bind: -7.9%; APE1 inh: -4.1%; Pol beta inh: 36.0%

Results for COC(=O)/C(=C(/F)SCC(C)=O)C(F)(F)F ?
Apoferritin bind: -11.4%; APE1 inh: 0.2%; Pol beta inh: 1.7%

Results for O=C(OCn1ncc(Cl)c(Cl)c1=O)c1ccc(F)cc1 ?
Apoferritin bind: -17.5%; APE1 inh: 10.0%; Pol beta inh: 3.7%

Results for CC(C)Sc1n[nH]c2nc3c(c(=O)n12)C1(CCCC1)Cc1ccccc1-3 ?
Apoferritin bind: -3.9%; APE1 inh: 17.8%; Pol beta inh: 17.8%

Results for COc1ccc(S(=O)(=O)N2CCC(N3CCN(c4ccccc4)CC3)CC2)cc1 ?
Apoferritin bind: -6.0%; APE1 inh: -0.8%; Pol beta inh: 17.6%

Results for C=CCn1c(=O)/c(=C2/Sc3cc(OC)ccc3N2C)s/c1=C1\C(=O)N(CC)C(=S)N1C ?
Apoferritin bind: -21.2%; APE1 inh: 2.8%; Pol beta inh: inconclusive

What do the screens show for `CC(C)CCNC(=O)[C@H](CC(C)C)NC(=O)[C@H]1O[C@@H]1C(=O)O`?
Apoferritin bind: -6.9%; APE1 inh: -5.2%; Pol beta inh: -16.3%

Results for O=C(COC(=O)c1cn(-c2ccccc2)nc1-c1ccccc1)c1ccc([N+](=O)[O-])cc1 ?
Apoferritin bind: -13.9%; APE1 inh: 1.6%; Pol beta inh: 21.7%

What do the screens show for `CCn1c(C)nc2cc(C(=O)n3cc(C(=O)c4ccccc4O)cn3)ccc21`?
Apoferritin bind: inconclusive; APE1 inh: -1.5%; Pol beta inh: 21.0%

Results for CN1C(=O)N(C)C2(c3ccccc3)Nn3c(s/c(=C/c4ccccc4F)c3=O)=NC12c1ccccc1 (centres undefined) ?
Apoferritin bind: -8.0%; APE1 inh: 11.6%; Pol beta inh: 16.6%

Results for O=C1CC(c2ccc(F)cc2)Cc2nc(N3CCc4ccccc43)ncc21 (centres undefined) ?
Apoferritin bind: 0.2%; APE1 inh: 2.1%; Pol beta inh: -18.2%

What do the screens show for `COc1ccc(CCNC(=O)C2CCC(CNS(=O)(=O)c3ccccc3)CC2)cc1OC` (centres undefined)?
Apoferritin bind: -8.3%; APE1 inh: -1.0%; Pol beta inh: 1.1%

What do the screens show for `N#Cc1cc(NC(=O)c2ccc(F)cc2)c(=O)n2c1[nH]c1ccccc12`?
Apoferritin bind: -1.8%; APE1 inh: 2.5%; Pol beta inh: -9.8%

What do the screens show for `CCCOc1ccc(NC(=O)C2OC3OC(C)(C)OC3C3OC(C)(C)OC23)cc1` (centres undefined)?
Apoferritin bind: -4.6%; APE1 inh: 16.8%; Pol beta inh: 35.2%

Results for O=S1(=O)c2ccccc2N=NN1Cc1cc(Cl)cc(Cl)c1 ?
Apoferritin bind: -21.1%; APE1 inh: -5.3%; Pol beta inh: inconclusive

What do the screens show for `N#Cc1c2c(c(N3CCN(c4ccccn4)CC3)n3c1nc1ccccc13)CCC2`?
Apoferritin bind: -4.5%; APE1 inh: -0.2%; Pol beta inh: 18.6%

What do the screens show for `CCOC(=O)c1[nH]c2ccc(Br)cc2c1NC(=O)CCN1CCCC(C)C1` (centres undefined)?
Apoferritin bind: -5.7%; APE1 inh: 15.0%; Pol beta inh: 4.0%

Results for c1ccc2c(N3CCCCC3)nnc(N3CCCCC3)c2c1 ?
Apoferritin bind: -11.1%; APE1 inh: 1.9%; Pol beta inh: 8.8%

Results for Cc1nc2cc(-c3ccccc3)nn2c(C)c1CCC(=O)N1CCN(c2ccccn2)CC1 ?
Apoferritin bind: -2.6%; APE1 inh: 0.2%; Pol beta inh: 35.5%

Results for CCn1c(SCc2nnc(-c3ccccc3)o2)nc2c1c(=O)n(C)c(=O)n2C ?
Apoferritin bind: -10.0%; APE1 inh: -0.8%; Pol beta inh: 3.1%

Results for CN(C=O)CP(=O)(O)CN1CCCCC1 ?
Apoferritin bind: -6.5%; APE1 inh: 18.1%; Pol beta inh: -1.2%

What do the screens show for `COc1cc2c(cc1OC)C1O[C@](CCCCN3C(=O)c4ccccc4C3=O)(C2)OC2=C1C(=O)OC1(CCCCC1)C2`?
Apoferritin bind: -20.4%[15.3 µM]; APE1 inh: -19.2%[12.4 µM]; Pol beta inh: -26.7%[22.9 µM]

How did CC1(c2ccc([N+](=O)[O-])cc2)CC(C)(C)N(C(=O)c2ccccc2)c2ccccc21 (centres undefined) do in these assays?
Apoferritin bind: -6.3%; APE1 inh: 6.2%; Pol beta inh: 6.6%

How did COc1ccc2c(c1O)C(=O)c1ccccc1C2=O do in these assays?
Apoferritin bind: -13.3%; APE1 inh: 2.1%; Pol beta inh: 3.1%

What do the screens show for `CC(=O)Nc1ccc(N2CCc3c(C)c(C#N)c4nc5ccccc5n4c32)cc1`?
Apoferritin bind: 47.7%[activator]; APE1 inh: 6.3%; Pol beta inh: 22.7%

How did Cc1nnc(NC(=O)C2C3C=CC(O3)C2C(=O)O)s1 (centres undefined) do in these assays?
Apoferritin bind: -3.9%; APE1 inh: 2.0%; Pol beta inh: -1.0%

What do the screens show for `COc1ccc(CC(NC(C)=O)C(=O)NC2CCN(c3nnnn3-c3ccccc3)CC2)cc1OC` (centres undefined)?
Apoferritin bind: -6.9%; APE1 inh: -4.8%; Pol beta inh: -20.0%

What do the screens show for `O=c1[nH]c(-c2ccc(Cl)cc2)nc2c1cnn2-c1ccccc1`?
Apoferritin bind: -7.3%; APE1 inh: -2.7%; Pol beta inh: 10.9%

Results for Cc1cc(C)nc(Nc2ncn[nH]2)n1 ?
Apoferritin bind: -2.5%; APE1 inh: -6.4%; Pol beta inh: -24.0%

Results for CCCOc1ccc(/C(O)=C2/C(=O)C(=O)N(CCCN3CCOCC3)C2c2ccncc2)cc1 (centres undefined) ?
Apoferritin bind: inconclusive; APE1 inh: inconclusive; Pol beta inh: 12.6µM*

Results for Cc1ccccc1C(=O)N=c1c(C#N)cc2c(=O)n3cccc(C)c3nc2n1Cc1ccco1 ?
Apoferritin bind: 37.6%[activator]; APE1 inh: -1.2%; Pol beta inh: inconclusive

What do the screens show for `CCCCNc1n[n+](C)c(-c2cccc(C)c2)s1`?
Apoferritin bind: -11.7%; APE1 inh: 2.2%; Pol beta inh: -0.2%

What do the screens show for `Cc1cc(NC(=O)CN2CC3CC(C2)c2cccc(=O)n2C3)nc2c1c(=O)oc1ccccc12` (centres undefined)?
Apoferritin bind: -1.8%; APE1 inh: -3.5%; Pol beta inh: inconclusive

Results for O=C(O)/C=C/C(=O)Nc1ccc(Oc2ccc(NC(=O)/C=C/C(=O)O)cc2)cc1 ?
Apoferritin bind: 4.4%; APE1 inh: inconclusive; Pol beta inh: 39.8µM*

What do the screens show for `O=C(NCCc1c[nH]c2ccccc12)[C@@H]1C[C@H]1[C@@H](NP(=O)(c1ccccc1)c1ccccc1)c1ccccc1`?
Apoferritin bind: -3.5%&-5.1%; APE1 inh: inconclusive; Pol beta inh: -0.5%

How did COC(=O)[C@H](Cc1ccccc1)NC(=O)O[C@@H]1C(=O)c2cc(OC)ccc2O[C@H]1c1ccc(OC)c(Br)c1 do in these assays?
Apoferritin bind: 93.7%[activator]; APE1 inh: 1.9%&8.9%; Pol beta inh: 7.3%

How did CCC(=O)N1CCN(c2ccc(NC(=O)c3ccc(-c4ccccc4)cc3)cc2)CC1 do in these assays?
Apoferritin bind: -1.7%; APE1 inh: -0.1%; Pol beta inh: 17.3%

Results for COCCCNC(=O)Cn1nnc(-c2ccc(NC(=O)c3cccnc3)cc2)n1 ?
Apoferritin bind: -3.8%; APE1 inh: -0.4%; Pol beta inh: 2.1%

What do the screens show for `CNc1nc2c(c(=O)[nH]c(=O)n2C)n1CCOC`?
Apoferritin bind: -7.8%; APE1 inh: -1.9%; Pol beta inh: 29.4%

What do the screens show for `Cc1nc(SCC(=O)NCc2ccco2)c2c(=O)n(C)c(=O)n(CC(C)C)c2n1`?
Apoferritin bind: -7.2%; APE1 inh: -0.4%; Pol beta inh: 6.2%

What do the screens show for `O=C1/C(=N/n2cnnc2)c2ccccc2N1Cc1ccccc1`?
Apoferritin bind: -23.5%; APE1 inh: -3.1%; Pol beta inh: 25.1%

What do the screens show for `CN1Cc2cc(C(=O)c3cc(Cl)cc(CSc4ncccn4)c3O)cnc2NC1=O`?
Apoferritin bind: inconclusive; APE1 inh: -6.4%; Pol beta inh: 8.9%

Results for COc1cc(NS(=O)(=O)c2ccc(NC(=O)CSC3=NCCS3)cc2)nc(OC)n1 ?
Apoferritin bind: -12.5%; APE1 inh: -2.3%; Pol beta inh: 38.9%

Results for CCOc1cc2nc(-c3ccc(OC)c(OC)c3)nc(N3CC(C)OC(C)C3)c2cc1OC (centres undefined) ?
Apoferritin bind: -6.0%; APE1 inh: -2.9%; Pol beta inh: 18.6%

How did O=C(/C=C/c1cn(CC(O)CN2CCOCC2)c2ccccc12)c1cccs1 (centres undefined) do in these assays?
Apoferritin bind: -4.7%; APE1 inh: inconclusive; Pol beta inh: -2.9%

In the list so far, these contain bromine.
What do the screens show for `CCOC(=O)c1[nH]c2ccc(Br)cc2c1NC(=O)CCN1CCCC(C)C1` (centres undefined)?
Apoferritin bind: -5.7%; APE1 inh: 15.0%; Pol beta inh: 4.0%

How did COC(=O)[C@H](Cc1ccccc1)NC(=O)O[C@@H]1C(=O)c2cc(OC)ccc2O[C@H]1c1ccc(OC)c(Br)c1 do in these assays?
Apoferritin bind: 93.7%[activator]; APE1 inh: 1.9%&8.9%; Pol beta inh: 7.3%
